# High-throughput results: PubChem BioAssay, National Center for Advancing Translational Sciences (NCATS)
# PGK inhibitor – inhibitors of T. brucei phosphoglycerate kinase | 380,000 compounds, 0.043% hits | PGK/GAPDH coupled, Kinase-Glo luminescence, 60 min | Potency, µM (doses to about 57.5 µM), inactives show at the top dose activity change, negative = inhibition, actives largely listed as inhibitors | AID 602233; also: % is scaled to controls: 0 for no effect and ±100 for the full control effect; nearly all actives have a fitted effect of over 60% in size
#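 Luminescent ATP detection (Kinase-Glo Plus) follows a 60-minute room-temperature incubation, with wells lacking PGK as controls. Buffer: 100 mM TEA (pH 7.6), 5 mM MgCl2, 0.01% Tween-20. Coupling enzyme GAPDH (100 nM final) supplies unstable 1,3-BPG in-well.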
# JMJD2A Tudor – blocks the human JMJD2A Tudor domain. O75164. AlphaScreen JMJD2A-Tudor / H3K4me3 peptide binding. Potency, µM (top dose mostly 114 µM), inactives show top-dose activity change, negative = inhibition, hits mostly inhibitors. 390,000 compounds, 4.4% hits. AID 504339; also: % is scaled to controls: 0 for no effect and ±100 for the full control effect; nearly all actives have a fitted effect of over 50% in size
# HP1b binding inh – blocks HP1-beta chromodomain binding to methylated histone tails | 390,000 compounds, 0.56% hits | AlphaScreen HP1-beta / biotin-H3K9me3 peptide binding | Potency, µM (titrated, usually from 114 µM), inactives show top-dose activity change, negative = inhibition, hits mostly inhibitors | P83916 | AID 540317; also: nearly all actives have a fitted effect of over 70% in size; inactives centre near 23
# Target sequence (P83916 whole entry, looked up): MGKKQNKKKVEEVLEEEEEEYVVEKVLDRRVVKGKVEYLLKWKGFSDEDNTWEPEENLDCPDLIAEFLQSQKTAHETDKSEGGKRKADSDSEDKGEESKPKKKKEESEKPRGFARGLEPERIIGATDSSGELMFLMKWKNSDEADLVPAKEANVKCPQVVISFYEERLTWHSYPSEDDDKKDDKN
#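 HP1-beta protein (50 nM final) preincubated 30 min at room temperature with biotinylated H3(1-18)K9me3 peptide (50 nM) in PBS pH 7.4, 0.01% Tween-20, then compound added for 30 min. AlphaScreen streptavidin donor/nickel chelate acceptor beads (10 ug/mL final), 30 min dark, luminescence read.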
# Pin1 inh – blocks the human prolyl isomerase Pin1. Pin1 FP peptide displacement, HiFluor488, 10 min. Potency, µM (top dose mostly 115 µM), without a hit: at the highest dose activity, negative = inhibition, usual class: inhibitors. 390,000 compounds, 0.009% hits; active = well fitted inhibition curve with a large enough effect in the polarisation, with a control signal flat, not every such curve was filed as active; inconclusive = small, poorly fitted or top-dose-only effect, or effect the other way, or a change in a side signal; inactive = no such curve, though single readings can be large or run the other way; the % refers to the polarisation; also: % is scaled to controls: 0 for no effect and ±100 for the full control effect
# Target sequence (Q13526 whole entry, looked up): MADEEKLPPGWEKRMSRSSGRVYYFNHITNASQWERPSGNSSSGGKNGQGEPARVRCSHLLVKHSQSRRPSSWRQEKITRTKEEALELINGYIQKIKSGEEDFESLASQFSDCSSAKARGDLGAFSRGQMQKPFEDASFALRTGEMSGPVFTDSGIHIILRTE
# GLS inh – inhibitors of human glutaminase (GLS). O94925. Potency, µM (series often up to 45.5 µM), without a hit: at the top dose activity change, negative = inhibition, usual class: inhibitors. GLS enzymatic activity, qHTS titration. AID 624170. 410,000 compounds, 0.21% hits; also: % is scaled to controls: 0 for no effect and ±100 for the full control effect
#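 Coupled fluorescence readout: glutamate oxidase/HRP/Amplex Red detect glutamate formed by hKGA from L-glutamine (1 mM solution added). Buffer 45 mM KH2PO4 pH 8.2, 0.02% Tween-20; reads at t0 and 30 min RT.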
# TrxR1 inh – blocks rat thioredoxin reductase 1; recombinant rTrxR1, NADPH fluorescence consumption, selenite substrate; Potency, µM (doses to about 114 µM), for the others: at the top dose activity change, negative = inhibition, actives largely listed as inhibitors; 390,000 compounds, 1% hits; also: % is scaled to controls: 0 for no effect and ±100 for the full control effect; nearly all actives have a fitted effect of over 65% in size
#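 Rat TrxR1 (90 nM in the dispensed reagent) was pre-reduced with 400 uM NADPH for 5 min at room temperature, then incubated with compound for 15 min. After 400 uM selenite was added, NADPH fluorescence (Ex 340/Em 450 nm) was followed for 8 min.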
# RGS4 inhibitor – inhibitors of human regulator of G protein signaling 4; Transcreener GDP fluorescence polarization, RGS4-accelerated GTP hydrolysis; Potency, µM (top dose mostly 114 µM), for the others: top-dose activity change, negative = inhibition, hits mostly inhibitors; 390,000 compounds, 0.039% hits; AID 504845; also: % is scaled to controls: 0 for no effect and ±100 for the full control effect; nearly all actives have a fitted effect of over 75% in size; some results filed as inactive show a strong effect at the top dose
# Target sequence (P49798 whole entry, looked up): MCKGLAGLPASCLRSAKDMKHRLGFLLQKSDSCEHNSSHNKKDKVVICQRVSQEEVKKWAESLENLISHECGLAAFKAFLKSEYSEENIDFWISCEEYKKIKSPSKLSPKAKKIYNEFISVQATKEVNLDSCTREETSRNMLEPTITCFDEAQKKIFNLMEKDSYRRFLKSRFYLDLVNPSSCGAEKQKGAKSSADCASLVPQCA
#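 MLSMR compounds (23 nl, pin-transferred) preincubated 10 min at room temperature with a 500nM (2x) first reagent, then RGS4 at 900nM (2x) plus Transcreener GDP mix added; fluorescence polarization (620/688 nm) read before and after 90 min at 30 °C.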
# ERG-DNA inh – inhibitors of human ERG Ets domain-DNA interaction; fluorescence polarization, His-ERG Ets domain / labelled DNA; Potency, µM (doses to about 76.9 µM), without a hit: at the highest dose FP activity, negative = inhibition, most hits filed as inhibitors; 370,000 compounds, 0.028% hits; P11308; active = well fitted inhibition curve with a large enough effect in the polarisation, with a control signal flat; inconclusive = small, poorly fitted or top-dose-only effect, or effect the other way, or a change in a side signal; inactive = no such curve, though single readings can be large or run the other way; the % refers to the polarisation;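 also: polarization taken with two DNA probes labelled with fluorescein and Texas red; % of control where 0% means no effect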
# Target sequence (P11308 whole entry, looked up, the tested form may be a part): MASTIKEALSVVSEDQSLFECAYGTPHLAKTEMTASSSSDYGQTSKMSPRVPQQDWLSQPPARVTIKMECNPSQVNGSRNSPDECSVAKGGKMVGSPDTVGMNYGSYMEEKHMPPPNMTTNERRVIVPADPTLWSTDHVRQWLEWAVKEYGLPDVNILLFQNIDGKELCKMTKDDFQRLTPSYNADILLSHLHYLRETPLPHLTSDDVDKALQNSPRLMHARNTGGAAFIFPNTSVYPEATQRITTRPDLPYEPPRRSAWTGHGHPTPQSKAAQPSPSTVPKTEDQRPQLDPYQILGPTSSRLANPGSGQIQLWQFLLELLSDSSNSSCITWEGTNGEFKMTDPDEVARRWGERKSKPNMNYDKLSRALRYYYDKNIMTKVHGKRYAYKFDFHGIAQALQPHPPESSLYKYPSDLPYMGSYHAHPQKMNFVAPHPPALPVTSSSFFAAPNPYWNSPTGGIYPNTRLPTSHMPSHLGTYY
#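 His-tagged ERG Ets domain (1 uM in the protein solution; 300mM KCl, 50mM Tris-HCl, 1mM EDTA, 1mM DTT, pH 7.5) received compound, then a probe mix of 5 nM fluorescein-DNA and 100nM Texas-615-DNA. Fluorescence polarization was read for both dyes.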
# 12-LOX inh – blocks human arachidonate 12S-lipoxygenase | P18054 | purified 12hLO, xylenol orange hydroperoxide absorbance | Potency, µM (series often up to 108 µM), for the others: at the top dose activity change, negative = inhibition, most hits filed as inhibitors | 580,000 compounds, 1.1% hits | AID 1671190; also: % is scaled to controls: 0 for no effect and ±100 for the full control effect
#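 Hydroperoxide product was detected by ferrous iron/xylenol orange as the 573 to 405 nm absorbance ratio. Arachidonic acid at 40 uM (final) was turned over for 30 min at room temperature by 150 nM human 12hLO, pH 7.0 Hepes buffer, after 15 min compound preincubation.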
# * = called active by the depositor; i = inactive; ? = inconclusive; . = not tested or not shown; & = joins results of further samples; [ ] = remark or other dose. Unless noted, calls follow the shape of the dose curve; as a rule, active = well fitted curve in the direction sought with a large enough effect; inconclusive = small, poorly fitted or top-dose-only effect, or another doubt; inactive = no such curve, though single readings can be large; an effect the other way counts as inactive or inconclusive. Potency is read from the fitted curve at half-maximal effect. This is a subset; count on the stated rates, not on these rows.
Compound	PGK inhibitor	JMJD2A Tudor	HP1b binding inh	Pin1 inh	GLS inh	TrxR1 inh	RGS4 inhibitor	ERG-DNA inh	12-LOX inh
O=C(CSc1nc2ccccc2c(=O)n1-c1ccccc1Cl)NC1CCS(=O)(=O)C1 (stereo unspecified)	i	-7%	36%	-13%	0%	0%	-19%	-13%	171%[activator]
CCCNC(=O)C1CCN(c2ccc(S(=O)(=O)N3CCOCC3)cc2Cl)CC1	-9%	-17%	21%	-2%	-2%	3%	-13%	.	4%[57.4 µM]
CN(C)CCn1c(SCc2ccccc2C#N)nc2c(sc3ccccc32)c1=O	i	?	9%	20%	-9%	-14%	0%	12%	-16%
COc1ccc(/C=C/C(=O)OCC(=O)NC2CCCC(C)C2C)c(OC)c1 (stereo unspecified)	4%	-8%	36%	?	22%	-4%	11%	-6%	40%[activator]
O=C1c2ccccc2C(=O)N1CCC(c1ccccc1)c1ccco1 (stereo unspecified)	7%	10%	58%[activator]	0%	0%	?	-10%	-1%	-19%
CC(Oc1cccc(NC(=O)c2cccs2)c1)C(=O)c1ccccc1 (stereo unspecified)	4%	-12%	21%	-11%	-13%	27%[57.1 µM]	-1%	-1%	0%
O=c1c2sc3ccccc3c2n(Cc2cccc(Cl)c2)c(=O)n1Cc1ccccc1	-8%	-6%	39%[activator]	2%	-10%	28%	7%	-2%	-17%
C=C(CCC(=O)c1ccccc1)C(=O)c1ccccc1	-4%	56%[activator]	70%[activator]	2%	-9%	-48%	-28%	2%	-15%
O=C(CCN1C(=O)c2ccccc2C1=O)N(CCO)Cc1ccccc1	-5%	-6%	70%[activator]	0%	-8%	2%[2.29 µM]	13%	-1%	30%[activator][57.4 µM]
CCn1c(SCC(=O)N/N=C/C=C/c2ccco2)nc2ccccc21	-5%	?	-9%	?	1%	45µM*	?	8%	?
S=C(c1ccc2c(c1)OCO2)N1CCCCCC1	i	-15%	9%	-11%	2%	-5%	4%	-2%	-23%
Cc1cccc(OCCN2CSC(=S)N(C)C2)c1	-1%	-19%[11.4 µM]	30%	1%	-7%	-40%	17%[11.4 µM]	-1%	0%
CCN(CC)c1ccc(NC(=O)CN(C)S(=O)(=O)c2cccc3nsnc23)c(C)c1	-4%	?	?	2%	17%	17%	8%	?	?
CCOCc1nnc(NC(=O)c2ccco2)s1	-10%	-5%	41%[activator]	-15%	-27%	-9%	0%	-20%	-11%
Cc1cc(C)cc(NC(=O)N2CCCN(c3c(Cl)cncc3Cl)CC2)c1	-8%	3%	22%	-1%	-19%	-10%	-25%	4%	2%
CCCCOc1ccc(-c2nnn(CC(=O)c3c[nH]c4ccccc34)n2)cc1	0%	-14%	31%	74%[activator]	4%	15%	51%	1%	-3%
CC1CN(C(=S)Nc2ccc(Br)cc2Cl)CC(C)O1 (stereo unspecified)	-9%	-8%	28%	-10%	10%	-20%	-15%	-9%	-1%
CCC(C(=O)Nc1ccc(N2CCOCC2)c(S(=O)(=O)Nc2ccccc2OC)c1)c1ccccc1 (stereo unspecified)	i	-21%	11%	7%	-19%	11%[57.1 µM]	-53%	4%	6%
COc1ccc(-c2cc(C(=O)Nc3ccc(C)cc3)no2)cc1	1%	-8%	22%	0%	-1%	33%	3%	-5%	0%
CSc1nc(Cl)cc(Nc2ccc(O)cc2)n1	-6%	-14%	25%	0%	?	23%	-25%	-3%	-9%
Cn1nnnc1SCC(=O)Nc1ncc(C(F)(F)F)cc1Cl	-11%	4%	36%	3%	-11%	17%[57.1 µM]	-4%	-4%	-11%
O=C(Cn1nnc(-c2ccccc2F)n1)Nc1ccc2c(c1)OCCO2	-3%	-4%	69%[activator]	5%	-17%	1%[57.1 µM]	-16%	-8%	-28%
Cc1cccc(N2CCN(c3ccc(NC(=O)/C=C(/C(=O)O)c4ccccc4)cc3)CC2)c1	-4%	?	?	1%	42%[activator]	0%[57.1 µM]	6%	-6%	-26%
O=C(Nc1nc2ccccc2[nH]1)c1ccccc1O	-2%	8%	53%[activator]	-2%	1%	41%[activator]	16%	0%	23%
O=C(Nc1ccc(Br)cn1)c1cccc(S(=O)(=O)N2CCCC2)c1	-4%	-22%	-8%	-4%	-17%	19%	4%	27%	1%
CC(C)N(Cc1ccccc1)C(=O)COC(=O)c1ccc(O)cc1	i	-11%	34%	-1%	3%	16%	-1%	6%	-5%
COc1ccc(Cc2c(O)nc[nH]c2=O)cc1	0%	-7%	7%	-2%	-3%	10%	5%	-2%	-1%
O=S(=O)(Nc1ccc(N2CCCCC2)cc1)c1cccs1	.	?	-26%	-1%	33%[activator]	14%	-4%	.	-14%
Cc1ccccc1Cn1c2ccccc2c2cnn(CC(=O)NCCCN3CCOCC3)c(=O)c21	-9%	-11%	41%[activator]	2%	16%	19%	-3%	10%	-9%
Cc1ccc(CNS(=O)(=O)NCc2ccccc2)cc1	0%	-10%	24%	-7%	2%	-6%	-9%	-2%	0%
N#Cc1c(N)nc2c3c(sc(=N)c2c1N)NC(=O)CC3c1ccccc1Cl (stereo unspecified)	i	-7%	33%	?	26%	10%[57.1 µM]	-44%	0%	-14%
O=C(CCNS(=O)(=O)c1ccc(OC(F)(F)F)cc1)N1CCN(S(=O)(=O)c2cccc(F)c2)CC1	i	2%	25%	-3%	-4%	0%	-32%	18%	?
CCN(CC)S(=O)(=O)c1cccc(NC(=O)COC(=O)c2cccs2)c1	4%	-8%	54%[activator]	?	1%	?	12%	4%	-1%
Cc1ccc(C(=O)Nc2sc3c(c2C(=O)O)CCCCC3)o1	-8%	-35%	2%	-3%	2%	-4%[57.1 µM]	-12%	2%	0%
Nc1c(C(=O)O)cnn1-c1ccc([N+](=O)[O-])cc1	i	-5%	14%	-9%	7%	35%[57.1 µM]	4%	3%	0%
CCOC(=O)c1scc(-c2ccc(C)cc2)c1S(=O)(=O)N1CCN(c2ccccc2)CC1	-4%	-25%	34%	6%	-6%	37%[activator][57.1 µM]	-21%	5%	-24%
CCOc1c(Nc2ccc(C(C)C)cc2)c(=O)c1=O	-2%	1%	33%	-1%	23%	23%	-8%	14%	0%
Cc1cc(C)c2cc(C#N)c(N3CCCN(C(=S)NCCCN(C)C)CC3)nc2c1	-1%	-9%	74%[activator]	2%	9%	?	-19%[56.9 µM]	-1%	14%
Cc1ccc(-n2nnnc2SCC(=O)Nc2sccc2C#N)cc1	-10%	-21%	22%	?	-4%	-7%	-16%	.	8%
CCOC(=O)N1CCN(C(=O)COc2ccc(S(=O)(=O)NC3CCCCC3)cc2C)CC1	-3%	-13%	15%	1%	1%	12%[57.1 µM]	-11%	8%	1%
CCN(CC)S(=O)(=O)c1cc([N+](=O)[O-])ccc1N=Nc1c(O)[nH]c2ccccc12	-3%	-19%	7%	25%	4%	-5%	4%	4%	-27%
CCc1nc(SCC(=O)O)c(C#N)cc1C	-7%	-9%	16%	4%	-2%	-3%	0%	.	-5%[57.4 µM]
CCOc1ccccc1NC(=O)CSc1nnc(NC(=O)c2ccco2)s1	3%	-15%	36%[activator]	4%	4%	-9%	1%	4%	3%
COc1ccc(-c2[nH]ncc2CN(C)CC2CCCCO2)cc1F (stereo unspecified)	1%	-2%	30%	-2%	3%	17%	22%	20%	1%
COc1ccc(S(=O)(=O)N2CCOCC2)cc1NC(=O)COC(=O)C1CC2CCCC(C1)C2=O (stereo unspecified)	-5%	-12%	14%	2%	2%	6%	-8%	6%	0%
CCCC12CN(C(=O)c3ccco3)CC(CCC)(CN(C(=O)c3ccco3)C1)C2=O	5%	-5%	31%	0%	5%	4%	10%	2%	32%[activator]
Cn1cccc1-c1cc(C(=O)N/N=C/c2ccc(Cl)cc2)[nH]n1	-2%	?	-28%	-15%	-1%	-17%	-9%	-8%	?
Cc1nc(-n2ncc(C#N)c2N)c2c3c(sc2n1)CCC3	3%	-18%	34%	1%	9%	-11%	-1%	-16%	-9%
COc1cc(CCCN2C(=O)C(=O)NC[C@H]2Cc2cccc3ccccc23)cc(OC)c1OC	6%	-4%	39%[activator]	-7%	0%	10%	-7%	-5%	2%
Cc1cccc(N2CCN(S(=O)(=O)c3c(C)nc4scc(C)n4c3=O)CC2C)c1 (stereo unspecified)	0%&-3%	-21%&-32%	-12%&-3%	-5%&3%	14%&-1%	8%&-1%	-2%&18%	8%&4%	-22%&-17%
Clc1cccc(C2=NC(c3cccs3)=Nc3ccc(Br)cc3N2)c1	i	?	?	-9%	-1%	-19%	-14%	13%	-16%
CSc1ncccc1C(=O)N1CCN(S(=O)(=O)c2ccc(C)cc2)CC1	-2%	-17%	1%	-10%	9%	16%[57.1 µM]	5%	1%	-15%
Cc1ccc(-n2nc3c(=O)n(CCCC(=O)NCc4ccco4)nc(C)c3c2C)cc1	-1%	-17%	13%	-2%	-6%	16%	-37%	-9%	11%
